# Mac1 fbg inh – CD11b/CD18-fibrinogen binding inhibition | P05107+P11215 | K562 CD11b/CD18 adhesion to fibrinogen, ATPlite luminescence; Mn2+ added to activate the integrin | inhibition, % at 10 µM | 0.54% of 93,000 active;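 active = primary inhibition of 50% or more at 10 µM, then 40% or more on retest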; also: some results filed as inactive read as strong as hits
# ERa SRC1 inh – blocks coactivator binding to human estrogen receptor alpha; P03372; TR-FRET ER-alpha LBD / SRC-1 peptide, estradiol-bound; inhibition, % at 25.6 µM; 1.7% of 86,000 active; AID 629; in the data active = inhibition above about 50%;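 also: 0% = receptor plus peptide control and 100% = peptide only without receptor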
# Target sequence (P03372 whole entry, looked up, the tested form may be a part): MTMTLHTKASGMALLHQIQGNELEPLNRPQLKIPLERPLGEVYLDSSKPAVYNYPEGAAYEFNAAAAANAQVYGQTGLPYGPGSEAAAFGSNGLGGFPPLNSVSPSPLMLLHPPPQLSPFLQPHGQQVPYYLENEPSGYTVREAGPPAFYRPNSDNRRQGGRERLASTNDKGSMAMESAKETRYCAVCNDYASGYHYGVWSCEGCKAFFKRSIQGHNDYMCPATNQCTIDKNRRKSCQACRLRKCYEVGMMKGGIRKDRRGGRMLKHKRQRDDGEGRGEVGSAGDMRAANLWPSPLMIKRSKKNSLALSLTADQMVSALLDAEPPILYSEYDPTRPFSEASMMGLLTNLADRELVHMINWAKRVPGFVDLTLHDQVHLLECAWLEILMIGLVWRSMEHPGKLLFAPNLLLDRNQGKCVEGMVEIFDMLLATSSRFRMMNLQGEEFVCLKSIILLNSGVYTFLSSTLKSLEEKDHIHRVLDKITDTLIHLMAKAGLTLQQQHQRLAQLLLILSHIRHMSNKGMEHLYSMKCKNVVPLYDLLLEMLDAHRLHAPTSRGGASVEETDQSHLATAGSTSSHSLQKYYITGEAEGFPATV
# ERa SRC1 pot – ER-alpha (human) coactivator binding potentiation | coactivator binding (% of control), % at 25.6 µM | 1.3% of 86,000 active | P03372 | TR-FRET ERalpha-LBD/SRC-Cy5 coactivator binding, 2 h; 100 = basal binding, no effect; in the data active = activity above about 200%;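 also: binding measured in presence of low estradiol as agonist stimulus; 0% = peptide alone without receptor and 100% = receptor with peptide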
# HUVEC prolif 384 – human endothelial cell proliferation inhibition; HUVEC proliferation, CellTiter-Glo luminescence, 72 h; hits give low values; viability, % at 10 µM (by protocol); 1.1% of 86,000 active; AID 648;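 active = viability at or below 30%; inactive = viability above 30%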;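 also: 100% = median luminescence of DMSO-only cell control wells on each plate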
# CYP2C19 act – activators of human cytochrome P450 2C19; 96,000 tested, under 10 active; P33261; activation factor at 5 µM; recombinant CYP2C19, luciferin-H EGE luminescence; hits give high values; 0 = fully inhibited enzyme, 1 = untreated enzyme;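 active = activation factor of at least 2 at 5 µM in the primary screen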;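 also: 0 = wells with 2.5 mM tranylcypromine and 1 = vehicle-only wells; values of inactives mirror those of a sister screen read the other way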
# Target sequence (P33261 whole entry, looked up): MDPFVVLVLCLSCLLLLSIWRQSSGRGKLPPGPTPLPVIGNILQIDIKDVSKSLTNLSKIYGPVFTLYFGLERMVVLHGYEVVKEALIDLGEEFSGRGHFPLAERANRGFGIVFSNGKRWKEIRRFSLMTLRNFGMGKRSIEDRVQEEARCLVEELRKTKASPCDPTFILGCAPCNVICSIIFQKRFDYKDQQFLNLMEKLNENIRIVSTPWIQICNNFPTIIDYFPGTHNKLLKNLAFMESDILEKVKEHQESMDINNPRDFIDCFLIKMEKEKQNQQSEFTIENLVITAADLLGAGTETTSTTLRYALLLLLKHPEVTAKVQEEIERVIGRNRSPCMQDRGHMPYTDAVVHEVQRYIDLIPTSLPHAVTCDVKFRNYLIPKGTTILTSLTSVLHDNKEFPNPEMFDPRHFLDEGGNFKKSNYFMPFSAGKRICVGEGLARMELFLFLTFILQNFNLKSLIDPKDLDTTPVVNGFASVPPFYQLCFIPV
# Lung fibro prol – blocks proliferation of human lung fibroblasts | AID 719 | 1.1% of 85,000 active | LL 47 human lung fibroblast viability, ATP luminescence; hits give low values | viability, % at 10 µM;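 active = viability at or below 50% in the single dose screen; inactive = viability above 50%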;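 also: compound exposure lasted 72 h before the ATP readout; 100% = median luminescence of untreated cell-only wells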
#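 Material: human lung fibroblast line LL 47, low passage; Evaluation: viability percentage against median untreated-cell control; Buffer or medium: 15% FBS in IMEM; Incubation: 72 h compound exposure at 37 °C after overnight plating; Dosing: 0.1% DMSO in all compound wells; Measured by: CellTiter-Glo luminescence.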
# CD11b adhes enh – CD11b/CD18-fibrinogen binding enhancement; 0.07% of 93,000 active; AID 1499; activation, % at 10 µM; K562 CD11b/CD18 adhesion to fibrinogen, ATPlite luminescence;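 active = 10 µM primary screen giving 50% or more activity, confirmed by 40% or more on retest at that dose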; also: strong numbers were not always called active
# CYP2C19 inh – blocks human cytochrome P450 2C19; P33261; CYP2C19 Supersomes, luciferin-H EGE luminescence, 30 min; inhibition, % at 5 µM; 21% of 96,000 active; AID 778;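 active = CYP2C19 inhibition above a set limit at 5 µM in the primary screen, cut at about 50% in these data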;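 also: plate controls were negative control wells for no effect and 2.5 mM tranylcypromine positive control for full effect; values of inactives mirror those of a sister screen read the other way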
# H69AR growth 86K – blocks growth of human H69AR lung tumor cells; 6% of 85,000 active; H69AR lung tumor viability, ATP luminescence, 72 h; hits give low values; viability, % at 10 µM;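 active = viability at or below 40%; inactive = viability above 40%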;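 also: multidrug resistant small cell line overexpressing MRP-1 efflux transporter; 100% = mean luminescence of untreated control wells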
# The depositor's hits bear a star; . = no result given; [ ] = dose if it differs, or a comment.
SMILES,Mac1 fbg inh,ERa SRC1 inh,ERa SRC1 pot,HUVEC prolif 384,CYP2C19 act,Lung fibro prol,CD11b adhes enh,CYP2C19 inh,H69AR growth 86K
COC(=O)C(C(C)=O)C1=C/C(=N\S(=O)(=O)c2ccc(C)cc2)c2ccccc2C1=O (stereo not drawn),65.9*,-0.4,79.0,105.8,0.1,102.0,-2.3,90.4*,72.7
CCCN1C(=O)c2ccc(C(=O)Nc3nccs3)cc2C1=O,-19.6,5.0,74.4,103.2,0.9,107.2,-3.9,8.5,102.5
O=C(NCCN1CCCCC1)c1cc2ccccc2[nH]1,-7.6,-2.7,108.0,93.2,1,98.9,-3.5,2.1,91.3
COc1ccc(C(=O)CSc2n[nH]c(-c3ccco3)n2)cc1,0.9,-6.4,99.0,84.3,0.7,101.9,-1.8,28.6,96.9
Cc1ccc2nsnc2c1S(=O)(=O)NCCc1c(C)[nH]c2ccc(F)cc12,2.3,-5.6,90.0,79.2,0.2,80.9,3.5,77.8*,90.4
CCCCN(CC)CCCNC(=O)Cn1nc(Cc2ccncc2)c2ccccc2c1=O,-15.0,-20.0,186.5,89.0,0.9,97.5,-6.9,11.1,95.9
COc1ccc(-c2nnc(SCC(=O)NCc3cccs3)n2C(C)C)cc1,6.0,-7.3,93.8,100.7,0.3,97.7,-1.6,65.9*,90.2
Cc1nc(Nc2nc3ccccc3o2)nc2c1CCC2,1.6,-5.1,127.3,89.9,0.7,.,1.0,28.9,73.8
Cc1oc(-c2ccc(Cl)cc2)nc1CN1CCCC(C(=O)NCCCN2CCOCC2)C1 (stereo not drawn),4.4,-3.5,119.6,77.7,0.8,.,-6.1,24.0,85.0
CCOC(=O)c1ccc(NC(=O)Cn2nnc(-c3ccc(C)cc3)n2)cc1,3.6,42.1,127.3,104.8,0.9,103.7,-2.8,8.5,91.9
COC(=O)c1[nH]c2cccc(C)c2c1NC(=O)CN1CCN(C(=O)c2ccco2)CC1,1.6,11.3,103.9,102.8,1,98.3,0.3,-0.9,72.6
Cc1ccc(OCC(=O)Nc2ccc(N(C)C)cc2)cc1,-10.1,-9.1[fluorescence artefact?],115.3,91.9,0.1,104.9,1.5,87.3*,68.9
CCC(=O)Nc1sccc1C(=O)OC,-16.3,0.0,116.3,98.2,0.9,93.2,-9.2,5.8,99.8
N#Cc1c(C(F)(F)F)cc(-c2ccccc2)nc1SCC(=O)N1CCOCC1,-7.4,.,.,.,1,.,-2.2,0.0,.
Brc1ccc(CSc2nnc(-c3cnccn3)n2Cc2ccco2)cc1,-23.7,-2.4,123.1,79.1,0.8,94.8,1.4,21.9,56.4
CCc1ccc(NC(=O)CN(c2cccc(C)c2)S(C)(=O)=O)cc1,-4.1,-2.4,100.5,102.0,0.6,94.0,-1.6,41.7,93.5
CCN(C(=O)CSc1nc(-c2ccccc2)c(-c2ccccc2)[nH]1)C1CCS(=O)(=O)C1 (stereo not drawn),-6.0,-6.9,61.7,76.4,0.9,89.8,-3.8,5.5,92.8
CC(Oc1ccc(-c2ccccc2)cc1)C(=O)N1CCOCC1 (stereo not drawn),-5.6,-7.9,111.4,91.7,0.5,94.9,-3.3,54.8*,100.9
CN1CCN(C(=O)CC23CC4CC(CC(C4)C2)C3)CC1,-5.3,-6.0,134.6[fluorescence artefact?],105.7,0.6,101.3,-6.7,42.3,82.5
Cc1cccc(Cn2cnc3c(nnn3Cc3ccc(F)cc3)c2=O)c1,.,0.0,109.0,94.4,0.4,.,.,57.9*,114.8
CCOC(=O)c1[nH]c(C)c(C(=O)NC(C)CC)c1C (stereo not drawn),-5.8,-0.5,118.4,88.8,1.1,105.3,-2.9,-5.2,93.2
COC(=O)[C@H](C)NC(=O)Nc1ccc(OC)cc1OC,-3.1,-10.5,129.4,109.3,0.9,96.0,-2.5,10.1,.
CCC1(CC)NC(=O)NC1=O,-12.7,1.8,106.1,91.3,1.1,97.3,-0.4,-13.0,108.8
CCOC(=O)Cn1cnc2c(nnn2Cc2ccc(Cl)cc2)c1=O,4.6,12.2,85.5[fluorescence artefact?],90.6,0.8,97.4,0.6,19.9,90.8
COc1ccc(S(=O)(=O)N2c3ccccc3OCC2c2ccccc2)cc1 (stereo not drawn),55.3,.,.,.,0.7,.,-5.8,25.8,.
# Continued:
SMILES,Mac1 fbg inh,ERa SRC1 inh,ERa SRC1 pot,HUVEC prolif 384,CYP2C19 act,Lung fibro prol,CD11b adhes enh,CYP2C19 inh,H69AR growth 86K
CCCOC(=O)CSC1=C(C#N)C(c2ccccc2OCC)C(C#N)C(=O)N1 (stereo not drawn),25.0,7.6,90.9,106.3,0.6,107.5,-2.4,43.4,81.3
O=C1CCCc2c1cc(C(=O)NCCCN1CCOCC1)c(=O)n2-c1ccc(Cl)cc1,-12.2,-10.8,104.1,99.8,0.9,111.8,2.4,7.5,92.0
CCN(CC)CCNC(=O)c1ccc(Cl)c(S(=O)(=O)Nc2ccccc2OC)c1,7.1,3.5,105.0,89.8,1,104.1,-4.3,-1.2,87.0
O=C(CSc1ncc(-c2ccccc2)nn1)NCc1ccco1,-30.4,7.4,93.7,90.8,1,95.9,10.9,4.9,88.9
O=C(Nc1ccccc1)c1ccc(-c2ccc(Br)cc2)o1,.,-1.8[fluorescence artefact?],116.2,73.5,.,106.5,.,.,69.0
O=C(Cn1cc2c(n1)CCCCC2)Nc1c(F)c(F)cc(F)c1F,-1.4,.,.,.,0.8,.,-1.4,23.3,.
Cc1nc(C(=O)Nc2cccc(Cl)c2)nn1-c1cc(OC(C)C)c(Cl)cc1Cl,-17.5,.,.,.,0.4,.,5.0,62.3*,.
O=C(CSc1nc2nc[nH]c2c(=O)[nH]1)NC1CCCCC1,-8.5,-6.6,116.2,92.3,1.2,100.7,0.2,-15.6,86.0
CC1=C(C(=O)OCc2ccccc2)C(c2ccc(C)o2)C2=C(CCCC2=O)N1 (stereo not drawn),2.8,5.8,80.2[fluorescence artefact?],109.9,0.3,97.3,0.5,69.1*,88.1
Cc1ccc(NC(=O)COc2ccc(-n3cnnn3)cc2)cc1C,.,74.4*[fluorescence artefact?],52.4[fluorescence artefact?],89.4,.,101.9,.,.,89.6
O=C(c1ccccc1F)N1CCc2ccccc21,12.3,-1.4,91.3,87.1,0.4,97.1,1.0,61.5*,101.8
Cc1cccc2cc(C(c3nnnn3CC3CCCO3)N3CCc4ccccc4C3)c(=O)[nH]c12 (stereo not drawn),0.8,1.6,102.4,96.9,0.5,83.8,-1.2,46.9,74.1
O=C(OCc1ccccc1)C1CCCN1C(=O)c1cccs1 (stereo not drawn),5.8,5.3[fluorescence artefact?],106.5[fluorescence artefact?],102.4,0.3,99.0,1.8,72.5*,91.7
CCN(CC)CCOC(=O)c1c(C)oc2ccc(O)cc12,-22.9,-3.7,105.8[fluorescence artefact?],89.9,1.1,108.4,5.5,-13.3,91.3
CC(C)C(OC(=O)CN1C(=O)COc2ccccc21)C(=O)NC1CCCC1 (stereo not drawn),-3.0,-4.6,110.1,107.6,0.8,99.8,-2.6,18.2,85.2
CN(CCNC(=O)C1CC(=O)N(C2CCCC2)C1)Cc1ccccc1 (stereo not drawn),.,-4.2,95.7,98.3,.,107.0,.,.,101.2
COc1cccc(N=C2SC(C(=O)Nc3ccccc3F)CC(=O)N2C)c1 (stereo not drawn),-4.6,-4.2,98.6,89.2,0.6,97.0,-5.2,35.7,92.5
CC1Cc2ccccc2N1C(=O)c1cnc2sccn2c1=O (stereo not drawn),5.0,5.2[fluorescence artefact?],95.0[fluorescence artefact?],95.4,1.1,95.5,-4.7,-12.2,94.5
O=C(COc1ccc(S(=O)(=O)N2CCOCC2)cc1)Nc1ccc(Cl)c(C(F)(F)F)c1,-15.1,-6.7,91.6,52.2,0.8,58.9,2.3,23.5,25.0*
CCn1ccc(C(=O)Nc2ccc(Cl)cn2)n1,-6.0,-0.5,116.1,97.3,0.3,102.2,-0.4,67.1*,80.3
CCN(CC)C(=O)C1CC(=O)OC1(C)C (stereo not drawn),-14.9,0.5,101.0,100.4,1,100.7,-1.3,-1.2,98.6
O=C1CCCC2=C1C(c1c(Cl)nc3sccn13)C1=C(CCCC1=O)N2,-5.3,0.9,105.8,95.1,0.7,91.2,-5.7,26.9,77.3
O=C(NC1CCCC1)C(c1cccs1)N(Cc1ccco1)C(=O)c1csnn1 (stereo not drawn),3.6,2.5[fluorescence artefact?],101.6,98.9,0.7,97.3,-2.2,25.4,90.8
C=CCNc1sc(C(=O)c2ccccc2)c(N)c1C#N,-1.8,97.5*[fluorescence artefact?],97.5,108.1,0.6,103.2,-0.5,36.9,82.9
Cc1ccc2nc(NCCCNC(=O)c3cnccn3)c(C#N)cc2c1,-4.9,6.9,110.6,90.1,0.8,97.6,-0.7,17.1,82.5
# More entries.
SMILES,Mac1 fbg inh,ERa SRC1 inh,ERa SRC1 pot,HUVEC prolif 384,CYP2C19 act,Lung fibro prol,CD11b adhes enh,CYP2C19 inh,H69AR growth 86K
CC(=O)Nc1ccc(OCC(O)Cn2nc(C)c(Br)c2C)cc1 (stereo not drawn),.,-21.7,101.0,100.1,.,99.9,.,.,88.4
Cc1ccc(S(=O)(=O)N2CCC(C(=O)Nc3nnc(C4CCCC4)s3)CC2)cc1,14.6,5.6[fluorescence artefact?],114.3,87.4,1,91.3,0.8,4.9,45.6
Cn1c(=O)oc2cc(S(=O)(=O)N3CCC(C(=O)NCC4COc5ccccc5O4)CC3)ccc21 (stereo not drawn),5.9,-5.8,114.7,90.1,1.1,94.6,-1.9,-14.8,95.2
O=C(CSCc1ccccc1)N1CCN(c2ccc(F)cc2)CC1,17.9,-5.0,103.5,96.1,0.5,105.0,1.6,49.4,96.9
CN(C)CCCOC(=O)c1ccccc1Cl,-5.5,-5.0,112.2,87.3,0.8,95.1,1.4,19.9,104.0
COc1ccc(C2Nc3ccccc3C(=O)N2c2ccc(C)cc2)cc1Cn1cc([N+](=O)[O-])cn1 (stereo not drawn),3.3,.,.,.,0.5,.,2.9,45.8,.

# Full records, quoted from the list.
# Shown for `Cc1ccc(S(=O)(=O)N2CCC(C(=O)Nc3nnc(C4CCCC4)s3)CC2)cc1` : Mac1 fbg inh = 14.6; ERa SRC1 inh = 5.6[fluorescence artefact?]; ERa SRC1 pot = 114.3; HUVEC prolif 384 = 87.4; CYP2C19 act = 1; Lung fibro prol = 91.3; CD11b adhes enh = 0.8; CYP2C19 inh = 4.9; H69AR growth 86K = 45.6
# Shown for `O=C(CSCc1ccccc1)N1CCN(c2ccc(F)cc2)CC1` : Mac1 fbg inh = 17.9; ERa SRC1 inh = -5.0; ERa SRC1 pot = 103.5; HUVEC prolif 384 = 96.1; CYP2C19 act = 0.5; Lung fibro prol = 105.0; CD11b adhes enh = 1.6; CYP2C19 inh = 49.4; H69AR growth 86K = 96.9

# Gathered by group: the compounds so far with a thiophene ring, fused or not
SMILES,Mac1 fbg inh,ERa SRC1 inh,ERa SRC1 pot,HUVEC prolif 384,CYP2C19 act,Lung fibro prol,CD11b adhes enh,CYP2C19 inh,H69AR growth 86K
COc1ccc(-c2nnc(SCC(=O)NCc3cccs3)n2C(C)C)cc1,6.0,-7.3,93.8,100.7,0.3,97.7,-1.6,65.9*,90.2
CCC(=O)Nc1sccc1C(=O)OC,-16.3,0.0,116.3,98.2,0.9,93.2,-9.2,5.8,99.8
O=C(OCc1ccccc1)C1CCCN1C(=O)c1cccs1 (stereo not drawn),5.8,5.3[fluorescence artefact?],106.5[fluorescence artefact?],102.4,0.3,99.0,1.8,72.5*,91.7
O=C(NC1CCCC1)C(c1cccs1)N(Cc1ccco1)C(=O)c1csnn1 (stereo not drawn),3.6,2.5[fluorescence artefact?],101.6,98.9,0.7,97.3,-2.2,25.4,90.8
C=CCNc1sc(C(=O)c2ccccc2)c(N)c1C#N,-1.8,97.5*[fluorescence artefact?],97.5,108.1,0.6,103.2,-0.5,36.9,82.9

# Assay outcomes: PubChem BioAssay, several laboratories
